CFTR F508del cor – correctors of CFTR F508del function in bronchial epithelial cells. CFBE cells, YFP halide quenching; stimulated with forskolin plus potentiator P3; % fluorescence drop versus neutral controls. activity (quench increase), % at 7.58 µM. hit rate 0.36% among 350,000. AID 720511;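 active = mean added fluorescence quench of at least 8% versus neutral control, with both replicates also reaching 8%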;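 also: cells transiently co-express mutant CFTR-F508del with the halide-sensitive YFP; corrector assay measuring rescue of mutant channel to the surface after 24 h compound exposure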
INS-1E GSIS act – GLuc luminescence reporter in INS-1E cells, primary screen for activators of glucose-dependent secretion of insulin | INS-1E GLuc reporter insulin secretion, 2-3 h | activation, % at 16.6 µM | hit rate 0.61% among 370,000 | AID 743287;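 active = lowest replicate activation of at least 40%, so every replicate reaches that level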;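 also: 0% = median of neutral control wells and 100% = median of IBMX positive control wells; some compounds called inactive have numbers as strong as hits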
RAD52 anneal inh – inhibitors of human RAD52 DNA annealing | recombinant RAD52 DNA annealing, FRET fluorescence | inhibition, % at 18.7 µM | hit rate 0.46% among 360,000 | AID 651710;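 active = every replicate showing at least 50% inhibition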
RAD54 branch – blocks human RAD54 Holliday junction branch migration. FAM/BHQ fluorescence. hit rate 0.14% among 360,000. inhibition, % at 10.4 µM;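 active = mean normalized replicate activity at least 40 and at least half of replicates scoring 40 or more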;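 also: 0% = median of neutral control wells and 100% = median of positive control wells; inhibitors cause a drop in the FAM fluorescence signal; in these data hits start at about 50%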
Target sequence (Q92698 whole entry, looked up): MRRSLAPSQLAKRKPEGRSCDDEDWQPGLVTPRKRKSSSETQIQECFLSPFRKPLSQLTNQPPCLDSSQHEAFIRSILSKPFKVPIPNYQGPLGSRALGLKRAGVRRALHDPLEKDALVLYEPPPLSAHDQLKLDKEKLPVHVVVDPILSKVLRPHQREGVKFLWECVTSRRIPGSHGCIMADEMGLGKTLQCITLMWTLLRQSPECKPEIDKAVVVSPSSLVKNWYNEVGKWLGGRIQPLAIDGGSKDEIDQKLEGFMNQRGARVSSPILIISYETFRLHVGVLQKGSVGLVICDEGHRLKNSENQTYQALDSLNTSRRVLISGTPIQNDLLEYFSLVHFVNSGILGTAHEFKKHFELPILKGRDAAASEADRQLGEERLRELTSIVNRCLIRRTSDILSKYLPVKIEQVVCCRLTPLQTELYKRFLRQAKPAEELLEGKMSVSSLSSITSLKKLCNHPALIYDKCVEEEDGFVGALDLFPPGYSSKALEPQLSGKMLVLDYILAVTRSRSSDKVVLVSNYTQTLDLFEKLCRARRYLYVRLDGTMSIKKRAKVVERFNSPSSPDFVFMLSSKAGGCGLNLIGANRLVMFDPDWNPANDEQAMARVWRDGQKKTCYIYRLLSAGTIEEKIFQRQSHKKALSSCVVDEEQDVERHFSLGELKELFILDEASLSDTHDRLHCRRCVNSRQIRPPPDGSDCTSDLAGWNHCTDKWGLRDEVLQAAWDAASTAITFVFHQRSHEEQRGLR
ERAP1 HTS inh – blocks human ERAP1 aminopeptidase activity; AID 652197; recombinant ERAP1, Leu-AMC fluorescence, 60 min; hit rate 0.15% among 340,000; Q9NZ08; inhibition, % at 10.7 µM;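 active = mean replicate inhibition of at least 30%, or all replicates individually reaching that 30% level; inactive = mean below 30% and not every replicate reaching it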;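 also: 0% = neutral control wells and 100% = L-leucinethiol positive control wells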
ARNT-TACC3 inh – disruptors of human ARNT/TACC3 interaction; AlphaScreen His-ARNT PAS-B/GST-TACC3 binding, luminescence; TACC3 fragment carries E629A point mutation; inhibition, % at 9.99 µM; hit rate 0.66% among 390,000; AID 623870;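 active = mean inhibition of replicates at least 50% and at least half of replicates each reaching 50%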;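 also: 0% = complete ARNT plus TACC3 wells and 100% = ARNT alone without TACC3; many hits fall short of the cut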
esBAF inh – SWI/SNF esBAF complex inhibition. mouse ES cells, Bmi1-luciferase knock-in reporter, 24 h; 100% = twice the neutral-well signal. reporter increase, % at 12.5 µM. hit rate 2% among 350,000. AID 602393; in the data active = activation above about 40%;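 also: 0% = median of the plate's neutral control wells and 100% = double that signal; a rise in the Bmi1 reporter signal indicates esBAF inhibition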
XiGFP reactiv – reactivates the inactive X chromosome in mouse fibroblasts. hit rate 0.055% among 360,000. AID 743238. activation, % at 7.58 µM. XiGFP mouse fibroblasts, % GFP-positive cells imaging, 3 d; cells co-treated with 5-aza-dC sensitizer; scaled so ellipticine positive control = 100%;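 active = mean normalized replicate activation at least 10% and every replicate at or above 10%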;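 also: 0% = median of on-plate neutral control wells and 100% = ellipticine 6 µM median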
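material = 68-5-11 XiGFP fibroblast line | medium = DMEM plus 5-aza-dC sensitizer | schedule = 3 days compound exposure | benchmarks = positive control ellipticine, 6 µM final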
An asterisk follows results filed as active; x = no result given; & = joins results of further samples.

SMILES | CFTR F508del cor | INS-1E GSIS act | RAD52 anneal inh | RAD54 branch | ERAP1 HTS inh | ARNT-TACC3 inh | esBAF inh | XiGFP reactiv
CCc1nc2c(OCCOc3ccccc3)cccn2c1N(C)C(=O)c1cccs1 | 0.1 | -30 | -91 | 13 | 1 | x | 6 | 0.1
CCc1ccc(OCC(=O)NNC(=O)CSc2ncnc3sc(C)c(C)c23)cc1 | x | 9 | x | 1 | x | -5 | -1 | x
CCN(CC)C(=O)c1cnn(-c2ccccc2)c1NC(=O)c1ccco1 | 0.8 | 8 | -5 | -1 | -3 | -16 | -10 | x
CCn1cc(C(=O)NCc2ccc(Cl)cc2)c(=O)c2cc(S(=O)(=O)N(C)C)ccc21 | 3.9 | -5 | -10 | -11 | 5 | -3 | 4 | 0.0
CSc1nnnn1-c1c(C)cc(C)cc1C | 0.5 | 4 | -6 | x | 0 | -7 | 4 | 6.6
N#CCC(=O)Nc1ccc(C(=O)OCC(=O)N2CCCC2=O)cc1 | -3.4 | 36 | -9 | 0 | 3 | -8 | 3 | 0.3
C[C@@H]1CCCCO[C@@H](CN(C)Cc2ccc(C(F)(F)F)cc2)[C@H](C)CN([C@H](C)CO)C(=O)c2cc(NS(=O)(=O)c3ccccc3)ccc2O1 | -2.2 | -24 | 32 | -1 | -1 | 11 | -1 | 0.1
Cc1cc(OCC(=O)N2CCC(C(N)=O)CC2)c2c(C)cc(=O)oc2c1 | 4.0 | x | 0 | 4 | 2 | -5 | 14 | x
Cc1cc(=O)[nH]c(SCC(=O)N2CCCCC2)n1 | 3.4 | 0 | -1 | 4 | 0 | -3 | -5 | 0.0
COCCCN1CN=C(NS(=O)(=O)c2ccc(C)cc2)NC1 | 0.2 | 18 | -1 | -7 | -3 | 0 | -6 | -0.1
O=C(c1cccc(C(F)(F)F)c1)c1c[nH]c(C(=O)NCCCN2CCOCC2)c1 | 1.2 | 8 | 3 | x | -7 | -3 | x | 0.1
C[C@@H]1CCCCO[C@H](CN(C)Cc2ccc(Cl)c(Cl)c2)[C@@H](C)CN([C@@H](C)CO)C(=O)c2cc(NS(=O)(=O)c3ccccc3)ccc2O1 | 4.0 | x | 6 | 5 | -3 | 36 | 2 | x
Cc1nc2ncccn2c1-c1csc(Nc2ccccc2)n1 | x | x | -1 | x | -1 | 58* | x | -0.1
O=C(CSCC(=O)N1CCCc2ccccc21)Nc1nc(-c2ccccc2)cs1 | -1.6 | -2 | -7 | 6 | 6 | -10 | 23 | -0.1
N#CC1=C(Nc2ccccc2Cl)SC(c2ccncc2)NC1=O (configuration not stated) | -1.6 | -7 | -13 | x | 1 | x | x | 0.0
NC(=O)c1cc([N+](=O)[O-])c(Cl)cc1NCc1ccncc1 | -3.9 | -13 | -3 | -4 | 4 | -4 | -3 | 0.0
COc1cccc(O)c1CN1CCC(C(=O)Nc2ccc(-c3cccc(C)c3)cc2)CC1 | -9.7 | -25 | 6 | 4 | -4 | 3 | -6 | 0.3
CCC(C)(C)n1nnnc1C(c1ccc(O)cc1)N1CCc2ccccc2C1 (configuration not stated) | 1.1 | 6 | -19 | 5 | 4 | -1 | -1 | -0.1
CCCCCCCc1nc2nc(C)c(Br)c(=O)n2[nH]1 | 2.9 | -9 | -8 | 1 | 3 | 4 | 1 | 2.3
O=C(CCC(=O)c1cccs1)Nc1ccc(N2CCCCC2)cc1 | -1.6 | -5 | -20 | 6 | 2 | 0 | 12 | 0.0
C[C@@H]1CN([C@@H](C)CO)C(=O)c2cc(NC(=O)Cc3cn(C)c4ccccc34)ccc2O[C@H]1CN(C)C(=O)NC1CCCCC1 | 0.3 | -19 | -14 | 2 | 3 | -2 | 8 | -0.4
Nc1c(/C=C2/C=CC(=O)C(O)=C2)c(=O)nc2sc(CC(=O)N3CCCC3)nn12 | 2.1 | 7 | -187 | -16 | 1 | 4 | -1 | 0.0
CCOC(=O)c1ccc(S(=O)(=O)NNC(=O)COc2ccccc2C)cc1 | x | -3 | -9 | x | -7 | 1 | x | 0.4
Cc1cc(NC(=O)CSc2nnc(-c3cccnc3)n2C)no1 | x | 32 | x | 8 | x | 31 | 0 | x
O=C(/C=C/c1ccco1)Nc1cccc(NC(=O)/C=C/c2ccco2)n1 | -0.8 | -1 | -12 | x | -4 | x | x | 0.2

Rewritten with values under each structure: entries from further up.
Every second line gives: CFTR F508del cor	INS-1E GSIS act	RAD52 anneal inh	RAD54 branch	ERAP1 HTS inh	ARNT-TACC3 inh	esBAF inh	XiGFP reactiv
CCc1nc2c(OCCOc3ccccc3)cccn2c1N(C)C(=O)c1cccs1
    0.1	-30	-91	13	1	x	6	0.1
CCc1ccc(OCC(=O)NNC(=O)CSc2ncnc3sc(C)c(C)c23)cc1
    x	9	x	1	x	-5	-1	x
CCN(CC)C(=O)c1cnn(-c2ccccc2)c1NC(=O)c1ccco1
    0.8	8	-5	-1	-3	-16	-10	x
CCn1cc(C(=O)NCc2ccc(Cl)cc2)c(=O)c2cc(S(=O)(=O)N(C)C)ccc21
    3.9	-5	-10	-11	5	-3	4	0.0
CSc1nnnn1-c1c(C)cc(C)cc1C
    0.5	4	-6	x	0	-7	4	6.6
N#CCC(=O)Nc1ccc(C(=O)OCC(=O)N2CCCC2=O)cc1
    -3.4	36	-9	0	3	-8	3	0.3
C[C@@H]1CCCCO[C@@H](CN(C)Cc2ccc(C(F)(F)F)cc2)[C@H](C)CN([C@H](C)CO)C(=O)c2cc(NS(=O)(=O)c3ccccc3)ccc2O1
    -2.2	-24	32	-1	-1	11	-1	0.1
Cc1cc(OCC(=O)N2CCC(C(N)=O)CC2)c2c(C)cc(=O)oc2c1
    4.0	x	0	4	2	-5	14	x
Cc1cc(=O)[nH]c(SCC(=O)N2CCCCC2)n1
    3.4	0	-1	4	0	-3	-5	0.0

(listing goes on)
SMILES | CFTR F508del cor | INS-1E GSIS act | RAD52 anneal inh | RAD54 branch | ERAP1 HTS inh | ARNT-TACC3 inh | esBAF inh | XiGFP reactiv
CCOc1ccc(-n2c(SCC(=O)NCc3ccco3)nnc2-c2c[nH]c3ccccc23)cc1 | -2.0 | -56 | -10 | -1 | 0 | x | 10 | 0.1
COc1ccc(C(=O)NC2CCc3ccccc32)cc1OC1CCN(C(C)=O)CC1 (configuration not stated) | 4.3 | -10 | 0 | -6 | 0 | -3 | 7 | 0.3
CCN1C(=NCCN2CCOCC2)N[C@@H](c2ccccc2)C(C(=O)OC)=C1C | 0.5 | -3 | -3 | 0 | -2 | -3 | -1 | 0.6
C[C@H](NC(=O)c1nc[nH]c1C(=O)NCCCCCN)C(=O)OC(C)(C)C | 2.9 | 22 | -37 | -10 | -4 | -11 | 6 | 0.1
C[C@@H]1CN([C@@H](C)CO)C(=O)c2cc(NC(=O)c3ccncc3)ccc2O[C@@H](C)CCCCO[C@@H]1CN(C)Cc1ccccc1 | 0.1 | -4 | -4 | -14 | 1 | 1 | 2 | 0.0
Cc1nc(-c2nnc(SCC(=O)Nc3ccc(Cl)cc3)n2C)cs1 | 0.6 | -4 | -9 | x | 0 | 0 | -9 | 0.1
CCN(CC)c1ccc(/C=N/N2CCN(Cc3ccc(Cl)cc3)CC2)c(O)c1 | -1.2 | -8 | -10 | x | 0 | 14 | x | 0.1
O=C(CSc1nc(NS(=O)(=O)c2ccccc2)cc(=O)[nH]1)Nc1ccccc1Cl | 0.3 | 1 | -13 | -3 | 5 | -5 | -7 | 0.0
Cc1noc(NS(=O)(=O)c2ccc(NC(=O)/C=C/c3ccc(C(C)C)cc3)cc2)c1C | 5.5 | -3 | -14 | 4 | 3 | -1 | x | 0.4
C/C=C/c1ccc([C@H]2[C@H](CO)N(C(C)=O)[C@H]2CNC(=O)c2ccccc2)cc1 | 2.1 | 3 | -105 | 2 | -2 | 1 | 3 | 0.0
C=C(C)COc1ccc(-c2ncncc2-c2ccccc2)c(O)c1 | -2.3 | -14 | -6 | -2 | -2 | -5 | -1 | 0.1
COc1ccc(S(=O)(=O)N(C)C[C@@H]2Oc3ccc(NS(=O)(=O)c4cn(C)cn4)cc3CC(=O)N([C@@H](C)CO)C[C@H]2C)cc1 | -3.1 | 12 | -4 | -2 | -1 | x | 2 | -0.8
N#C[C@@H]1[C@H](c2ccc(C#CCC3CCCC3)cc2)[C@H](CO)N1C(=O)c1ccccn1 | -0.1 | -4 | -81 | -5 | -4 | -1 | -1 | 0.4
O=C(N/N=C/c1ccc([N+](=O)[O-])cc1)C(=O)N1CCCC1 | 0.9 | 18 | -14 | x | 1 | -5 | x | 0.0
COc1ccc(S(=O)(=O)Nc2cccc3c2O[C@H](CN(C)S(=O)(=O)c2ccc(C)cc2)[C@H](C)CN([C@H](C)CO)C3=O)cc1 | 1.7 | -18 | x | -11 | x | 4 | -2 | -0.1
O=C(C[C@@H]1CC[C@@H](NC(=O)CN2CCOCC2)[C@H](CO)O1)NCc1cccc(F)c1 | -0.1 | 12 | 8 | 2 | 2 | -1 | -1 | -0.1
O=C(CCCCn1c(=O)[nH]c2ccsc2c1=O)NCc1ccc2c(c1)OCO2 | -0.2 | 3 | -3 | 0 | 2 | -3 | 2 | 0.2
CCOc1ccc(C(CC(=O)O)NC(=O)C(CC)c2ccccc2)cc1 (configuration not stated) | 0.1 | 17 | -8 | -16 | -1 | -2 | -3 | 0.4
CC(C)COC(=O)N(C)C[C@@H]1OCc2cn(nn2)CCCC(=O)N([C@@H](C)CO)C[C@H]1C | -2.1&0.0&1.9 | -10&-7 | -11&17&-7 | -15&-12&-5 | 6&-1&1 | -2&-10 | -7&2&-2 | 0.4&0.0
N#Cc1ccccc1OCC(=O)OCC(=O)NC1CC1 | -0.1 | 1 | -7 | -12 | -2 | x | -7 | -0.1
CCOc1ccc2nc(SCC(=O)NCc3ccccc3)[nH]c2c1 | -1.0 | -4 | 1 | -12 | 0 | -5 | 0 | 0.0
CN(C)CCCNC(=O)C[C@H]1CC[C@@H]2[C@@H](COc3ccc(NC(=O)c4cccc(F)c4)cc3C(=O)N2C)O1 | 0.2 | 15 | 0 | 0 | 0 | -2 | 3 | 0.3
C[C@H]1CN([C@@H](C)CO)C(=O)c2cccc(NC(=O)Nc3cccc4ccccc34)c2O[C@H]1CN(C)C(=O)Nc1cccc2ccccc12 | -1.2 | 6 | -7 | -2 | 0 | -1 | 4 | 0.1
O=C(CSc1ncnc2c1oc1ccccc12)NCC1CCCO1 (configuration not stated) | x | 25 | x | -6 | x | -18 | 15 | x
Cn1c(Nc2ccc(F)cc2)nc2cc(-c3ccsc3)sc2c1=O | -0.6 | 4 | -17 | -7 | 3 | x | 6 | 0.1
CNC[C@H]1Oc2ccc(NC(=O)C3CC3)cc2C(=O)N([C@H](C)CO)C[C@@H]1C | -5.0 | 14 | -12 | -6 | 2 | -9 | 0 | 0.9
O=C(O)[C@]1(Cc2ccccc2)N=C(c2ccc(OCCCO)cc2)O[C@@H]1c1ccccc1 | 0.0 | x | 17 | -17 | -10 | -6 | x | x

One compound at a time (already shown). Order of values: CFTR F508del cor, INS-1E GSIS act, RAD52 anneal inh, RAD54 branch, ERAP1 HTS inh, ARNT-TACC3 inh, esBAF inh, XiGFP reactiv
C=C(C)COc1ccc(-c2ncncc2-c2ccccc2)c(O)c1 across the screens: -2.3, -14, -6, -2, -2, -5, -1, 0.1
N#C[C@@H]1[C@H](c2ccc(C#CCC3CCCC3)cc2)[C@H](CO)N1C(=O)c1ccccn1 across the screens: -0.1, -4, -81, -5, -4, -1, -1, 0.4
